High-throughput results (PubChem BioAssay)
hgDAF-12 ag = H. glycines DAF-12 receptor agonists, primary screen, cell-based, luminescence, HEK293, GAL4 fusion, UAS-luciferase. Nuclear hormone receptor DAF-12 (Heterodera glycines), GAL4 fusion. activation, % at 6.8 µM. actives 1.8% (n = 370,000). HEK293 GAL4-hgDAF12 UAS-luciferase reporter, agonist luminescence; normalized to butyrate control;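 active = activation above a cutoff set at the mean of all screened compounds plus 3 SD, cut at about 10% in these data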;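 note: 0% = DMSO wells and 100% = sodium butyrate wells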
PLCb3 inh = human PLC-beta3 inhibitors, primary screen, biochemical, fluorescence; actives 0.18% (n = 370,000); inhibition, % at 12.2 µM; 1-phosphatidylinositol 4,5-bisphosphate phosphodiesterase beta-3 (Homo sapiens), Q01970; AID 720704, 2013; Purified PLC-beta3, fluorogenic substrate; in the data active = inhibition above about 11%;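 note: 0% = median of compound wells on plate and 100% = full blocker control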
Target sequence (Q01970 whole entry, looked up): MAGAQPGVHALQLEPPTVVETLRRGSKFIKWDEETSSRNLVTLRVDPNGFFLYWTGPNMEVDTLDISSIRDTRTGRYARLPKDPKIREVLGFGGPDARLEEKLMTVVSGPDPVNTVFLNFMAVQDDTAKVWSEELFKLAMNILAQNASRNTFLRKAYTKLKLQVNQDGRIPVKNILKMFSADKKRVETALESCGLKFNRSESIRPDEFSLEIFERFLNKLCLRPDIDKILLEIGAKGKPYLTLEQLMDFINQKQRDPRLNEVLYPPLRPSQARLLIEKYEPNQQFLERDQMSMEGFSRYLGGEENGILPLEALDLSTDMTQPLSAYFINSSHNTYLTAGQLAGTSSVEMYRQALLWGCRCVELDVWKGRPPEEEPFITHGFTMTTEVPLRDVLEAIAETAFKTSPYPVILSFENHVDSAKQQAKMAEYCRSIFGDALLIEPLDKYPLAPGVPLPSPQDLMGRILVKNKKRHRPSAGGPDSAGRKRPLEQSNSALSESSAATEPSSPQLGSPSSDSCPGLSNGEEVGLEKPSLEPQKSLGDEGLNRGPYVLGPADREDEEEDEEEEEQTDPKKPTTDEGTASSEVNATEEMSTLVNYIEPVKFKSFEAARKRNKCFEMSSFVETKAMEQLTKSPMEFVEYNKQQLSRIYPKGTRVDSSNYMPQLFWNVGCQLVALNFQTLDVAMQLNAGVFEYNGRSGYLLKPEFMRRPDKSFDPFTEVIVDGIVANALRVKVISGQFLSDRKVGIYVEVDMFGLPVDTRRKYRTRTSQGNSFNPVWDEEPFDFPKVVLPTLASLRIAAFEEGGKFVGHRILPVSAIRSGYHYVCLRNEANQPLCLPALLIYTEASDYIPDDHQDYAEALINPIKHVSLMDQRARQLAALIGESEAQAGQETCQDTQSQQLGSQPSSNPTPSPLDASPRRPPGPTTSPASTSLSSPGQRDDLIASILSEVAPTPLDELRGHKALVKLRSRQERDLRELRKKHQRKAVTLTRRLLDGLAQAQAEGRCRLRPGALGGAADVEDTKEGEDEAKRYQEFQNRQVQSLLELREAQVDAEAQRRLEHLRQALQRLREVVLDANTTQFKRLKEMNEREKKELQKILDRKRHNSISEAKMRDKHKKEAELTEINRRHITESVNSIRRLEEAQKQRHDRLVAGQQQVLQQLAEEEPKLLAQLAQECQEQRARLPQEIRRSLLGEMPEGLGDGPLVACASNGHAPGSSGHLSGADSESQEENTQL
ssDAF12 agonist = S. stercoralis DAF-12 nuclear receptor activators, primary screen, cell-based, luminescence, HEK293, GRIP1 co-expression, lit1-tk-luc; activation, % at 6.8 µM; actives 1% (n = 370,000); HEK293 ssDAF-12/GRIP1 lit1-tk-luc reporter; % of 3 µM dafachronic acid response;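 active = activation above the mean over all tested compounds plus 3 SD, cut at about 0.9% in these data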;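 note: 0% = DMSO-only wells and 100% = 3 µM delta7-dafachronic acid wells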
PLC-gamma1 inh = PLC-gamma1 enzyme inhibitors, primary screen, biochemical, fluorescence, purified enzyme. 1-phosphatidylinositol 4,5-bisphosphate phosphodiesterase gamma-1 (Homo sapiens), P19174. fluorogenic substrate. inhibition, % at 12.2 µM. actives 0.84% (n = 370,000). AID 720700, 2013; in the data active = inhibition above about 9.5%
DAX1 inh-1 = DAX1 (NR0B1) inhibitors, primary screen, cell-based, HEK293, Gal4-DAX1, luciferase luminescence; Nuclear receptor subfamily 0 group B member 1 (Homo sapiens), P51843; AID 504766, 2011; actives 0.99% (n = 340,000); inhibition, % at 6.75 µM; HEK293 Gal4-DAX1 luciferase reporter;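 active = inhibition above the mean over all tested compounds plus 3 SD, cut at about 4.2% in these data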;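 note: 0% = DAX1-transfected cells with DMSO and 100% = empty-vector control cells with DMSO; inhibition shows as a rise in luminescence from relieved DAX1 repression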
GAA850 FXN act = FXN promoter activators, primary screen, cell-based, luciferase luminescence, HEK293 lucGAA850; HEK293 lucGAA850 FXN promoter luciferase reporter, 24 h; percent of 10 µM SAHA response; activation, % at 6 µM; actives 0.56% (n = 360,000); AID 540364, 2011;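 active = activation above the average of all compounds screened plus 3 SD, cutoff fixed separately per campaign, cut at about 7.5% in these data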;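 note: 0% = DMSO wells and 100% = 10 µM SAHA wells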
hcDAF-12 act = H. contortus DAF-12 nuclear receptor activators, primary screen, cell-based, luminescence, HEK293, lit1-tk-luc reporter | HEK293 hcDAF-12 lit1-tk-luc reporter; 0% DMSO, 100% Δ7-dafachronic acid | activation, % at 6.8 µM | actives 1.4% (n = 370,000);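 active = activation above the mean of all tested compounds plus 3 SD, cut at about 5.5% in these data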;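 note: 100% = response to 3 µM Δ7-dafachronic acid high control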
HGIII-sPLA2 inh = human group III sPLA2 inhibitors, primary screen, biochemical, QFRET, BODIPY PC-A2 liposome substrate | Group 3 secretory phospholipase A2 (Homo sapiens), Q9NZ20 | inhibition, % at 12.2 µM | actives 0.56% (n = 370,000) | QFRET BODIPY PC-A2 liposome hydrolysis, fluorescence;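 active = inhibition above mean plus 3 SD of compounds lying within the high and low control bounds, cut at about 19% in these data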;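 note: 0% = median of test compound wells and 100% = no enzyme DMSO wells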
ADAM10 inh = human ADAM10 inhibitors, primary screen, biochemical, QFRET, HTS | Disintegrin and metalloproteinase domain-containing protein 10 (Homo sapiens), O14672 | recombinant ADAM10, EDANS/DABCYL FRET peptide cleavage, 3 h | inhibition, % at 7 µM | actives 0.62% (n = 370,000);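 active = inhibition above a per-campaign cutoff equal to the mean of compounds falling between control-based bounds plus 3 SD, cut at about 20% in these data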;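 note: 0% = DMSO wells while the 100% control is not disclosed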
ADAM17 inh = ADAM17 inhibitors, primary screen, biochemical, QFRET. recombinant ADAM17, EDANS/DABCYL FRET peptide cleavage. inhibition, % at 6.95 µM. actives 0.83% (n = 370,000). AID 720648, 2013;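 active = inhibition above the mean of compounds lying between control limits plus 3 SD, set per campaign, cut at about 8.5% in these data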;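 note: 0% = DMSO-only wells as the low control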
DAX1 inh-2 = DAX1 (NR0B1) inhibitors on StAR promoter, primary screen, cell-based, luminescence, SF-1 (NR5A1), full-length DAX-1; HEK293T StAR-luciferase reporter, SF-1/DAX-1 repression relief; inhibition, % at 6.8 µM; actives 1.1% (n = 370,000); AID 652010, 2013;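 active = inhibition above the mean over all tested compounds plus 3 SD, cut at about 3.6% in these data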;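 note: 0% = DAX-1 cells with DMSO and 100% = cells lacking DAX-1 with DMSO; higher inhibition means more luminescence from relief of DAX-1 repression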
* hit, by the source's call; x = no result given.

SMILES	hgDAF-12 ag	PLCb3 inh	ssDAF12 agonist	PLC-gamma1 inh	DAX1 inh-1	GAA850 FXN act	hcDAF-12 act	HGIII-sPLA2 inh	ADAM10 inh	ADAM17 inh	DAX1 inh-2
CC1(C)CC(C(N)=S)CCO1 (configuration not stated)	0.4	-3	-1.2	0	3.7	-1.1	1.6	5	5	0	-0.3
COc1ccc(C(C(=O)NC2CCCC2)n2c(Cc3cc(F)cc(F)c3)nc3ccccc32)cc1 (configuration not stated)	-1.0	2	-1.2	-1	x	x	-1.7	-8	9	0	-0.2
Cc1cc(NC(=O)c2ccccc2)ncc1NC(=O)c1cccs1	8.6	16*	-0.4	-2	-0.9	5.6	3.4	-3	4	0	0.4
COc1ccc(OC)c(NC(=O)CSc2nc(N3CCOCC3)nc(N3CCOCC3)n2)c1	-0.4	-6	-1.4	0	-0.5	1.5	-0.7	3	-4	-5	-0.8
Cc1cc(S(=O)(=O)NC(C)C)ccc1OCC(=O)NCc1ccccc1	-1.2	0	-0.2	1	-0.3	-2.1	-2.0	6	-1	-3	0.2
O=C(O)Cn1c2ccccc2c2n[nH]c(=S)nc21	0.9	-5	-0.6	0	-1.2	2.0	0.1	-3	-1	-1	0.4
CC(=O)c1ccc(NC(=S)NCc2cccnc2)cc1	-1.9	1	-1.8	1	6.1*	1.1	-1.3	-1	1	1	-1.6
COC(=O)C1=C(C)N(C)C(=NCc2ccc(C(F)(F)F)cc2)NC1c1ccc(F)cc1 (configuration not stated)	-0.5	-1	-0.6	6	x	x	1.5	9	-9	-8	-0.8
O=C(CSc1nnc(COc2ccc(Cl)cc2)n1Cc1ccco1)Nc1ccc(OCc2ccccc2)cc1	1.0	2	-2.0	1	x	x	-0.9	-8	7	4	-0.5
COc1ccc(C(=S)N2CCNCC2)cc1	0.9	4	-0.8	1	0.3	1.1	-0.3	4	-10	-1	-1.1
Cc1cccc2cc(CN(CC3CCCO3)C(=O)c3cccs3)c(=O)[nH]c12 (configuration not stated)	2.6	-6	-0.4	-2	0.2	3.1	1.2	-1	-27	-5	0.1
O=C(O)CSc1nnc(-c2ccccc2Br)n1-c1cccc(C(F)(F)F)c1	-1.2	-2	-1.3	4	1.7	-1.1	-1.6	0	0	-2	-0.4

Two of the compounds above, as labelled records.
> COc1ccc(C(C(=O)NC2CCCC2)n2c(Cc3cc(F)cc(F)c3)nc3ccccc32)cc1 (configuration not stated)
  hgDAF-12 ag: -1.0 | PLCb3 inh: 2 | ssDAF12 agonist: -1.2 | PLC-gamma1 inh: -1 | DAX1 inh-1: x | GAA850 FXN act: x | hcDAF-12 act: -1.7 | HGIII-sPLA2 inh: -8 | ADAM10 inh: 9 | ADAM17 inh: 0 | DAX1 inh-2: -0.2

> Cc1cc(NC(=O)c2ccccc2)ncc1NC(=O)c1cccs1
  hgDAF-12 ag: 8.6 | PLCb3 inh: 16* | ssDAF12 agonist: -0.4 | PLC-gamma1 inh: -2 | DAX1 inh-1: -0.9 | GAA850 FXN act: 5.6 | hcDAF-12 act: 3.4 | HGIII-sPLA2 inh: -3 | ADAM10 inh: 4 | ADAM17 inh: 0 | DAX1 inh-2: 0.4

Continuation.
SMILES	hgDAF-12 ag	PLCb3 inh	ssDAF12 agonist	PLC-gamma1 inh	DAX1 inh-1	GAA850 FXN act	hcDAF-12 act	HGIII-sPLA2 inh	ADAM10 inh	ADAM17 inh	DAX1 inh-2
CC(=NNC(=O)c1ccncc1)c1ccccc1O	0.0	-3	-0.9	-3	-0.4	-6.4	-0.1	2	-10	-2	-0.8
COc1ccccc1NC(=O)C(C)OC(=O)CSCC(=O)Nc1ccc(C)cc1C (configuration not stated)	1.2	-5	-1.7	-1	0.7	0.4	-1.7	12	-14	-1	2.1
Cc1c(C(=O)NCCC#N)sc(=O)n1Cc1ccc(C(=O)N(C)C)cc1	0.5	0	-0.7	2	x	-1.0	-0.2	0	-10	-2	-0.7
Cc1cc(C(F)(F)F)nc(CCNC(=O)C2CCC(=O)N(Cc3cccc(F)c3)C2)n1 (configuration not stated)	4.5	-3	-0.6	1	0.2	2.6	0.9	1	-2	2	0.2
CCCCN(C(=O)CC1CCCC1)c1c(N)n(CCC)c(=O)[nH]c1=O	-1.6	-2	-1.2	-1	0.9	-1.9	1.0	2	-8	-8	0.7
Cc1noc(C)c1S(=O)(=O)NC(=O)C1(C)CCN1C(=O)c1ccc(C2CCCCC2)cc1 (configuration not stated)	2.4	-1	-0.8	-1	x	1.4	3.6	-6	-13	-5	0.0
CCCCCC(=O)NN=C1CCN(Cc2ccccc2)CC1	-1.9	2	-1.9	5	0.8	-0.2	-0.8	2	0	-1	-0.1
COc1ccccc1C1CC(=O)NC(SCC(=O)Nc2ccccc2)=C1C#N (configuration not stated)	-1.6	-4	-0.8	-3	-0.3	-4.2	-3.4	-20	-22	-3	-0.3
C[C@H]1[C@H](c2ccccc2)Oc2cccc(NCCc3ccccc3)c2S(=O)(=O)N1Cc1cccc(F)c1	2.1	2	-0.8	0	x	x	-0.5	-1	-2	-4	-1.6
COc1cc2c(cc1O)CCN(C(=O)c1ccco1)C2C (configuration not stated)	0.0	7	-1.5	1	1.6	-1.6	-1.6	2	6	0	1.1
Cc1c(S(=O)(=O)Nc2cccc3ccccc23)c(=O)n(C)c(=O)n1C	-3.1	-4	-0.7	1	-0.1	1.3	-0.3	-4	-6	-1	1.4
CC(=O)Nc1ccc2c(c1)nc1n2CCN(C2CCCCC2)C1	4.5	-337	-0.6	-257	0.5	6.4	-0.8	2	-468	-172	1.5
COc1cc(C(=O)NCC(c2ccco2)N2CCOCC2)cc(OC)c1OC (configuration not stated)	1.9	-12	-0.5	1	-0.2	0.4	-0.5	-5	6	-11	0.3
CC[C@@H](NC(=O)Cn1cc(C)c(=O)[nH]c1=O)c1ccccc1	-1.6	6	-1.5	-1	-1.3	-1.1	0.8	-1	-1	-2	-0.6
Cc1occc1C(=O)NC(C)C1CCCO1 (configuration not stated)	0.9	-7	-1.1	-4	-1.4	2.5	-0.7	-1	-1	-3	-0.3
COc1ccc(N2CCN(C(=O)c3ccc4[nH]c(C)c(C)c4c3)CC2)cc1	-0.2	-13	-1.3	-1	1.1	0.5	4.2	-16	6	0	-1.5
CCCCNC(=O)C1CCCN1C(=O)Nc1cc(Cl)cc(Cl)c1 (configuration not stated)	0.4	-2	0.7	-1	x	x	-1.8	7	-9	-4	1.2
CCCn1cc([C@@H]2C[C@H]3CN(Cc4cccc(Cl)c4)C(=O)[C@]34CCCN24)c(C)n1	-1.5	-4	-0.8	1	2.7	-0.1	0.5	3	1	-4	0.1
CCc1ccccc1NC(=S)N(CCN(C)C)C(C)c1ccco1 (configuration not stated)	-2.9	-1	-1.4	6	0.3	-1.7	-1.1	4	3	1	0.7
O=C1c2ccccc2C(=O)C12OC2c1ccc(Cl)cc1Cl (configuration not stated)	-0.6	0	1.5*	1	1.3	1.4	4.6	6	-2	-1	-0.4
COC(=O)CSc1[nH]c(=O)cc(C)c1C#N	-0.4	1	-1.2	2	0.7	-1.8	0.5	1	-5	0	0.2
COc1ccc(CNC(=O)CN(C(=O)CCC(=O)Nc2nccs2)c2ccc(C)cc2)cc1	-0.8	-9	-0.9	1	-0.9	1.4	-1.2	3	3	-5	0.1
Cc1nnc(SCc2ccc3c(c2)OCO3)s1	5.2	2	-0.6	1	1.1	4.6	-0.5	3	3	-1	0.3
Cc1ccccc1N(CC(=O)NC(C)(C)C)C(=O)CCC(=O)Nc1nccs1	-1.2	-2	-0.8	2	0.4	-0.7	-2.2	11	-8	2	-1.2
CNC(=O)C1=C(C)n2c(nc3ccccc32)NC1c1ccc(OC)cc1 (configuration not stated)	0.2	-22	-1.0	-20	-1.4	2.2	0.6	-1	-22	-8	-0.3
CCOc1ccc2c(c1)n(CO)c(=S)n2CO	-2.9	-1	-1.6	-5	0.8	3.8	1.2	3	3	1	0.3
CN(C)S(=O)(=O)NC(c1ccccc1)c1ccccc1	-0.1	7	-1.6	12*	2.0	-0.9	-0.5	0	4	4	0.0
O=C(COc1ccc2c3c(c(=O)oc2c1)CCC3)NCc1ccncc1	3.9	-9	-1.2	-4	0.2	0.2	3.9	8	-43	-19	-4.8
COc1ccccc1/C=C1\SC(=S)N(CCC(=O)N2CCCCC2CCO)C1=O (configuration not stated)	1.4	-5	-1.2	5	-0.7	-1.4	1.4	-2	1	-4	-0.6
O=C(CCC1CCCN(C(=O)Cc2ccc(F)cc2)C1)N1CCN(c2ccccn2)CC1 (configuration not stated)	1.3	-10	-1.8	-2	0.3	-0.8	-3.2	-4	-18	-9	-1.2
O=C(Nc1ccc(S(=O)(=O)N2CCCC2)cc1)C1CCCN1C(=O)c1cccs1 (configuration not stated)	0.6	6	-0.9	6	-0.2	0.7	-1.8	6	6	2	-0.3
CCCCN1CN2CCc3ccccc3C2CS1(=O)=O (configuration not stated)	-0.4	3	-0.8	-2	x	x	-4.8	8	-1	-2	0.5
Nc1nc(NCc2ccccc2)nc(NCc2ccccc2)c1[N+](=O)[O-]	0.6	4	-1.1	1	-2.5	3.7	0.4	-12	-1	2	-0.7
COc1ccc(CC(=O)Nc2ccc3c(c2)CCC3)cc1	2.7	6	-1.2	5	0.5	5.0	2.0	-3	9	3	0.3
O=C(CSCc1ccc(Cl)cc1)Nc1ccc(S(=O)(=O)N2CCOCC2)cc1	-3.8	0	-1.9	2	-0.6	2.1	-0.4	-27	9	6	-0.2
S=C(NCc1cccnc1)Nc1cccc(Cl)c1	-2.2	2	-0.5	5	-1.0	-1.6	-2.4	0	1	-1	-0.3
O=C(O)c1ccc(CN2C(=O)c3ccc(Oc4ccc([N+](=O)[O-])cc4)cc3C2=O)cc1	0.5	-8	-1.3	0	-1.9	1.6	-0.6	-2	-3	-4	0.0
CC(C)N1CCC(C)(C(=O)Nc2ccccc2Oc2ccccc2)C1 (configuration not stated)	3.5	1	-0.9	1	x	-0.5	0.0	4	-7	-4	1.7
Cc1noc(C)c1COC(=O)c1cc2ccccc2cc1O	1.4	-36	-1.7	-29	-0.2	1.1	-3.7	-25	-1	-2	0.0
O=C1CCC(=O)N1c1ccc(NC2CCN(Cc3ccccc3)CC2)c([N+](=O)[O-])c1	1.8	-5	-0.3	1	-1.1	1.5	-0.3	3	-1	-5	-0.4
